# RT RNaseH block – HIV-1 RT RNase H inhibitors, primary screen, biochemical, fluorescence. RT-RNase H RNA/DNA duplex cleavage. inhibition, % at 10 µM. 65,000 compounds, 1.9% hits. Gag-Pol polyprotein (Human immunodeficiency virus type 1 group M subtype B (isolate …; in the data active means inhibition above about 50%
# RmlCD inh mix – RmlC and RmlD coupled enzyme inhibitors, primary screen, biochemical, 384-well, compound mixtures, retest; RmlC/RmlD coupled enzyme inhibition, 384-well mixture HTS; inhibition, % at 5.5 µM; 110,000 compounds, 0.39% hits; AID 1532, 2009; in the data active means inhibition above about 30%, passing the limit was not always enough; further: strong numbers were not always called active
# Numbers without * were called inactive; / = no result given. An excerpt; rates above refer to the full screens.
SMILES,RT RNaseH block,RmlCD inh mix
Cc1ccc(S(=O)(=O)N2CCN(C(=O)C3Cc4ccccc4CN3C(=O)c3ccco3)CC2)cc1 (stereo unspecified),4,9
CC(Cc1ccccc1)C(=O)NCCO (stereo unspecified),/,6
COc1ccc2ccc(=O)oc2c1CC(O)C(C)(C)O (stereo unspecified),/,-7
CCN(CC)c1ncnc2sc(C(=O)N3CCN(c4ccccc4)CC3)c(C)c12,-1,11
O=C(NCCC1=CCCCC1)c1ccc(F)c(S(=O)(=O)N2CCOCC2)c1,0,-11
CC(C)(C)NC(=O)CC(c1ccccc1)c1ccccc1O (stereo unspecified),/,5
O=C(CCCn1c(=S)[nH]c2cc3c(cc2c1=O)OCO3)N1CCN(c2ccc(F)cc2)CC1,-12,-5
CC12CCC(C(=O)N(CC(O)CN3CCCCC3)C1=O)C2(C)C (stereo unspecified),/,36
CC(=O)N(C)c1nnc(-c2ccccn2)s1,/,5
COC(=O)[C@@H]1C[C@H]2CC[C@H](O)C[C@H]2N1Cc1ccc(Cl)cc1,/,-44
Cc1nn(-c2ccc(Cl)cc2)c2sc(C(=O)N3CCN(C(=O)c4ccco4)CC3)cc12,-9,/
CCCOc1ccc(N2C(=O)CC(N(Cc3ccc(S(N)(=O)=O)cc3)C(=O)CC)C2=O)cc1 (stereo unspecified),-6,49
CCOc1cc(S(=O)(=O)N(CC)CC)ccc1Br,-22,-13
COc1ccc(C(=O)NCc2ccc(-c3nc4ccccc4s3)cc2)cc1,/,-18
CNC(=O)c1ccccc1S(=O)c1ccccc1C#N (stereo unspecified),/,3
Cc1oc(-c2cccc(Cl)c2)nc1CN1CCCC(C(=O)NCCCN2CCOCC2)C1 (stereo unspecified),7,/
COCCOC(=O)c1[nH]c2c(c1C)C(=O)CC(c1ccco1)C2 (stereo unspecified),8,3
CCCCC(=O)Nc1ccc(NC(=O)CCCC)nc1,-12,11
Cc1ccccc1CS(=O)(=O)c1cnc2ccccc2n1,/,-5
CCN(Cc1nc2cc(OC)c(OC)cc2c(=O)[nH]1)C(=O)c1ccc(S(=O)(=O)N(C)C)cc1,2,6
O=C1CSC(=S)N1c1cccnc1,12,4
O=C(OCc1cc(=O)n2cc(Br)ccc2n1)C1COc2ccccc2O1 (stereo unspecified),-5,3
COc1ccc(OC)c(C(=O)NC(CC(N)=O)c2ccc(NCCN3CCOCC3)c([N+](=O)[O-])c2)c1 (stereo unspecified),/,-8
Cc1nc2cc(NC(=O)NCCC3=CCCCC3)ccc2o1,-5,10
C/C(CC(=O)Nc1ccc(Cl)c(Cl)c1)=N\NC(N)=S,/,28
Cc1ccc(C2(C(F)(F)F)N=C3Sc4cc(C)cc(C)c4N3C(=O)N2)cc1 (stereo unspecified),/,-11
Cc1ccc(-c2nc(C3CCCN(S(=O)(=O)c4ccc(C(F)(F)F)cc4)C3)no2)cc1 (stereo unspecified),-19,-9
CCCOc1ccc(C2/C(=C(/O)c3ccc(F)cc3)C(=O)C(=O)N2CCCN(C)C)cc1 (stereo unspecified),3,6
CCN1CCN(CCn2c(=S)[nH]c3cc4c(cc3c2=O)OCO4)CC1,/,-13
CCC(C)c1ccc(NC(=O)C2CCN(c3ncccn3)CC2)cc1 (stereo unspecified),/,-16
CCOCCSc1nc2c(c(=O)[nH]c(=O)n2C)n1CCCc1ccccc1,-12,9
CN1/C(=C\C(=O)c2ccco2)C(C)(C)c2ccccc21,-31,-9
CC(C)C(NC(=O)c1ccc(Cl)cc1)C(=O)O (stereo unspecified),/,-39
Cn1cnnc1SCCC(=O)Nc1ccc(Cl)cc1,/,5
COC(=O)CNC(=O)C(C)NC(=O)CNC(=O)OCc1ccccc1 (stereo unspecified),/,-4
O=C1[C@H]2CCCC[C@H]2C(=O)N1CCCCN1CCN(c2nsc3ccccc23)CC1,/,-15
CC(C)(C)NC(=S)Nc1ccc(Br)cc1,/,-6
O=C(CCC1CCCC1)N1CCN(C(=O)C2CC2)CC1,-1,-6
Nc1nnc(Cc2ccc(Cl)cc2Cl)s1,/,-2
O=C(NCc1ccco1)C1CCN(C(=O)Cc2ccccc2)CC1,4,2
Cc1ccc(CNC(=O)CN2CCC(C(N)=O)CC2)cc1,-4,4
O=C(O)C[C@H]1c2cc(C(F)(F)F)ccc2S(=O)(=O)N1Cc1ccccc1,/,-17
Nc1nncn1C(=O)c1cccs1,-25,42
COc1ccccc1N1CCN(C(CNS(=O)(=O)c2cccs2)c2cccnc2)CC1 (stereo unspecified),1,0
COc1cc(C(=O)Nc2nnc(C)s2)cc(OC)c1OC,-7,5
CCCCC(=O)NCCNc1nc2c(c(=O)n(C)c(=O)n2C)n1Cc1ccccc1,-2,-1
CCOC(=O)CSc1nc2ccc(Nc3nc(N4CCOCC4)nc(N4CCOCC4)n3)cc2s1,/,14
COc1ccc(N2CCCCn3c2nc2c3c(=O)n(C)c(=O)n2C)cc1,-1,-4
CC(C)Oc1ccc(C(=O)NC2CCS(=O)(=O)C2)cc1 (stereo unspecified),1,/
CSc1cc(C)nc(N(C)C(C)=O)n1,-1,-13
# (more compounds)
SMILES,RT RNaseH block,RmlCD inh mix
CCOC(=O)C(C)N1N=C(/C=C/c2ccc(C)cc2)CCC1=O (stereo unspecified),/,12
COc1ccc(C(=O)Nc2ccccc2C(=O)N/N=C/c2cccc3ccccc23)cc1,/,10
COc1ccc(CC(=O)c2ccc(O)cc2O)cc1OC,-26,-27
Cc1ccc(/C=N/n2c(COc3ccccc3)n[nH]c2=S)s1,/,5
COc1ccc(OCc2nc(C#N)c(N3CCN(c4ccc(OC)cc4)CC3)o2)cc1,-2,17
O=C(CC(Nc1ccc(Cl)cc1)C(=O)O)c1ccccc1 (stereo unspecified),/,-7
Cn1c(=O)oc2cc(S(=O)(=O)N3CCN(c4ccc(F)cc4)CC3)ccc21,/,3
CCOc1ccc(OCC)c(S(=O)(=O)NCc2cccnc2)c1,-7,-9
COc1ccc(NC(=O)C2CCCN(S(=O)(=O)c3cccc4nonc34)C2)c(OC)c1 (stereo unspecified),-4,/
O=C(c1nsnc1-c1ccccc1O)N1CCCCC1,-9,26
CCCCOC(=O)c1ccc(NC(=O)c2ccc(F)cc2F)cc1,/,77
Cc1noc(C)c1CSc1nnc2ccc3ccccc3n12,-88,-42
Cc1ccc(C2CC(C(F)(F)F)n3nc(C(=O)NCC4CCCO4)cc3N2)cc1 (stereo unspecified),7,-9
Cc1ccc(-n2c(=O)c3sccc3n(CC(=O)NCc3ccco3)c2=O)cc1F,/,9
CCn1c(-c2cc(OC)ccc2OC)csc1=Nc1c(C)n(C)n(-c2ccccc2)c1=O,12,2
O=C(c1ccccc1)c1ncc(C(F)(F)F)cc1Cl,/,9
CCOC(=O)c1sc(NC(=O)CSc2nc3c(c(=O)n2-c2ccccc2)SCC3)c(C(=O)OCC)c1C,/,-104
CC(=O)Nc1ccc(NC(=O)C(C)OC(=O)c2ccc(OCc3c(C)noc3C)cc2)cc1 (stereo unspecified),/,-9
CC1CC(=O)N(CC(=O)NCc2ccco2)c2ccccc2S1 (stereo unspecified),-3,2
COc1ccc(NC(=O)C2CCN(S(=O)(=O)c3ccc(C)cc3)CC2)cc1OC,-5,8
O=C1CC(NCCN2CCOCC2)C(=O)N1Cc1ccc(N2CCCC2=O)cc1 (stereo unspecified),0,6
CCOC(=O)N1CCN(c2c(N3CCN(c4ccc(OC)cc4)CC3)c(=O)c2=O)CC1,/,-15
C=CCN(C)CCCNC(=O)/C=N/O,-9,/
CCn1c(SCCC(C)C)nnc1-c1c[nH]c2ccccc12,4,-10
Cc1cc(C)n(-c2nc3ccccc3nc2N2CCC(C)CC2)n1,/,-15
COc1ccc(C(=O)Nn2cnnc2)cc1,/,2
Cc1cc(C)cc(-n2nnnc2-c2cn(C)nc2C(F)(F)F)c1,/,7
C=CCN1C(=O)C2C(C(=O)NCc3ccccc3)C3(C)C=CC2(O3)C1C(=O)NC(C)(C)C (stereo unspecified),3,-9
N#CCCCCn1c(-c2cncs2)nc2ccccc21,-15,5
O=C(CSc1nc2scc(-c3ccco3)c2c(=O)n1-c1ccccc1)N1CCOCC1,2,12
CCN(CC)c1ccc(NC(=O)CN2CCN(c3nc(C)cc(C)n3)CC2)cc1,-4,-12
O=C1CS/C(=N\c2ccccn2)N1C1CCCCC1,-5,-9
COC(=O)c1c(N)nc(C)n1-c1ccc(OC)cc1,-7,-14
Cc1ccccc1NC(=O)CSCCO,-20,-5
NCCNC(=O)Cc1cccc(NC(=O)Cc2ccc(Nc3ncnc4c3ncn4[C@@H]3O[C@H](CO)[C@@H](O)[C@H]3O)cc2)c1,/,2
C=CCNc1nc2c(c(=O)[nH]c(=O)n2C)n1CCCCC,-11,6
Cc1ccc(Sc2ccc(C(=O)NC(C)C)cc2[N+](=O)[O-])cc1,/,-12
Cc1sc(NC(=O)c2ccco2)c(C(c2cccnc2)N2CCCC2)c1C (stereo unspecified),/,-11
NC(=O)c1ccccc1NC(=O)CCc1ccccc1,-12,-8
COc1ccc(OC)c(Nc2nc(N)nc(-c3cc4ccccc4o3)n2)c1,3,-3

# Reformatted tab-delimited: entries from further up
smiles	RT RNaseH block	RmlCD inh mix
Nc1nnc(Cc2ccc(Cl)cc2Cl)s1	/	-2
O=C(NCc1ccco1)C1CCN(C(=O)Cc2ccccc2)CC1	4	2
Cc1ccc(CNC(=O)CN2CCC(C(N)=O)CC2)cc1	-4	4
O=C(O)C[C@H]1c2cc(C(F)(F)F)ccc2S(=O)(=O)N1Cc1ccccc1	/	-17
Nc1nncn1C(=O)c1cccs1	-25	42
COc1ccccc1N1CCN(C(CNS(=O)(=O)c2cccs2)c2cccnc2)CC1 (stereo unspecified)	1	0
COc1cc(C(=O)Nc2nnc(C)s2)cc(OC)c1OC	-7	5
CCCCC(=O)NCCNc1nc2c(c(=O)n(C)c(=O)n2C)n1Cc1ccccc1	-2	-1
CCOC(=O)CSc1nc2ccc(Nc3nc(N4CCOCC4)nc(N4CCOCC4)n3)cc2s1	/	14
COc1ccc(N2CCCCn3c2nc2c3c(=O)n(C)c(=O)n2C)cc1	-1	-4
CC(C)Oc1ccc(C(=O)NC2CCS(=O)(=O)C2)cc1 (stereo unspecified)	1	/
CSc1cc(C)nc(N(C)C(C)=O)n1	-1	-13
CCOC(=O)C(C)N1N=C(/C=C/c2ccc(C)cc2)CCC1=O (stereo unspecified)	/	12
COc1ccc(C(=O)Nc2ccccc2C(=O)N/N=C/c2cccc3ccccc23)cc1	/	10
COc1ccc(CC(=O)c2ccc(O)cc2O)cc1OC	-26	-27
Cc1ccc(/C=N/n2c(COc3ccccc3)n[nH]c2=S)s1	/	5
COc1ccc(OCc2nc(C#N)c(N3CCN(c4ccc(OC)cc4)CC3)o2)cc1	-2	17
O=C(CC(Nc1ccc(Cl)cc1)C(=O)O)c1ccccc1 (stereo unspecified)	/	-7
Cn1c(=O)oc2cc(S(=O)(=O)N3CCN(c4ccc(F)cc4)CC3)ccc21	/	3
CCOc1ccc(OCC)c(S(=O)(=O)NCc2cccnc2)c1	-7	-9
COc1ccc(NC(=O)C2CCCN(S(=O)(=O)c3cccc4nonc34)C2)c(OC)c1 (stereo unspecified)	-4	/
O=C(c1nsnc1-c1ccccc1O)N1CCCCC1	-9	26
CCCCOC(=O)c1ccc(NC(=O)c2ccc(F)cc2F)cc1	/	77

# Next part.
SMILES,RT RNaseH block,RmlCD inh mix
CCn1c(N)nc2ccccc21,0,1
CCOC(=O)C1CCCN(Cc2ccc(OCC)cc2)C1 (stereo unspecified),/,-75
COc1cccc(NC(=O)Cn2c(=O)c3c(ncn3Cc3ccccc3)n(Cc3ccccc3)c2=O)c1,/,-11
Cc1ccccc1NC(=O)CNc1ccccc1C(=O)NCc1ccco1,/,-5
CCOC(=O)c1cc(C#N)c(N2CCCC2)nc1-c1ccccc1,/,-35
COc1cccc(OCc2cc(C3Nc4ccccc4C(=O)N3Cc3ccco3)ccc2OC)c1 (stereo unspecified),/,-10
CCCCN(C)C(=O)C1CCN(C/C(C)=C/c2ccccc2)CC1,-1,1
CC(CCc1ccccc1)NC(=O)CSc1nnnn1C (stereo unspecified),-4,0
O=C(c1cccc(Cl)c1)N1CCC(=O)N(C(COCc2ccccc2)Cc2ccccc2)CC1 (stereo unspecified),/,10
CCN(CC)c1ccc(C2=NNC(=O)CC2C)cc1[N+](=O)[O-] (stereo unspecified),/,13
CN1CCN(S(=O)(=O)c2ccc3ccccc3c2)CC1,-18,5
CC(=O)n1cc(-c2ccncc2)c2ccccc21,-48,-5
Cc1cc(NC(=O)CSc2nc3c(sc4ccccc43)c(=O)n2CCCN2CCOCC2)n[nH]1,/,-12
Cc1ccc(N(CC(N)=O)C2SC(=O)N(C)C2=O)cc1 (stereo unspecified),-8,12
COCCOc1nc2c(c(=O)n(C)c(=O)n2C)n1Cc1cccc(OC)c1,/,10
COc1ccc(-c2cc(C(=O)N3CCCc4ccccc43)no2)cc1,-4,/
CCN1CC=C2C(C#N)=C(N)C(C#N)(C#N)C(CCc3ccccc3)C2C1 (stereo unspecified),-4,12
COc1ccc(C(=O)N2CCc3ccccc32)cc1,/,-11
Cn1cccc1C(C(=O)NC1CCCCC1)N(C(=O)Cc1cccs1)C1CC1 (stereo unspecified),7,0
C/C(CC(=O)Nc1cccc(Cl)c1)=N\NC(=O)Cc1ccc(Cl)cc1,/,6
COc1ccccc1NC(=S)Nc1cccc(F)c1,/,0
Cc1ccc(C(=O)c2cc(C)sc2NC(=O)CN2CCN(C(=O)c3ccco3)CC2)cc1,-2,-10
Cc1ccc(CN(C(=O)Cn2nnc3ccccc32)C(C(=O)NCc2ccco2)c2cccs2)cc1 (stereo unspecified),2,21
N/C(CCN1CCOCC1)=N/O,1,-5
O=C(c1cc2ccccc2o1)N1CCN=C1SCc1cccnc1,-5,7
Cc1cc(C(=O)NC(C)c2ccc3c(c2)OCO3)cs1 (stereo unspecified),-8,7

# From PubChem
